Screening data (PubChem)
S1P1 ag-PAM – activates or potentiates agonism at human S1P1 receptor; P21453; S1P1 CRE-bla cells, forskolin, beta-lactamase FRET, potentiator mode; S1P1 agonist co-added at EC20, 2 nM; 100% = saturating reference agonist, 0% = basal; activation, % at 9.5 µM; hit rate 0.57% among 56,000;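 active means activation above a cutoff set at the mean activation of all tested compounds plus 3 SD, cut at about 54% in these data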;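 further: forskolin at 4 µM as EC80 and the EC20 agonist is SEW2871; 100% = SEW2871 at its EC100 plus forskolin at EC80; some compounds past the cut are filed as inactive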
5HT1a antag – 5-HT1a (human) receptor antagonism; CHO 5-HT1a Ga15 NFAT-bla reporter, antagonist mode; P08908; inhibition, % at 10 µM; hit rate 0.68% among 62,000; AID 612;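 active means inhibition above the mean of all tested compounds plus 3 SD, cut at about 43% in these data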;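 further: receptor stimulated by 5-CT agonist at 100 nM near EC80; beta-lactamase reporter measured by ratiometric fluorescence of a cleavable substrate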
Jurkat tox 60K – cytotoxic compounds reducing Jurkat cell viability; hit rate 1.2% among 56,000; inhibition, % at 4 µM; Jurkat E6.1 viability, ATP luminescence, 48 h;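 active means inhibition above the mean inhibition of all tested compounds plus 3 SD, cut at about 28% in these data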
D1 mod – allosteric modulators of human D1 dopamine receptor; P21728; HEK293 D1, CRE-luciferase, dopamine EC30 potentiation; actives deviate in either direction; B-score at 10 µM; hit rate 5.9% among 58,000;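 active means luminescence count or its row- and column-corrected plate score outside the 99.7% band of the plate's sample wells, on either side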
Target sequence (P21728 whole entry, looked up): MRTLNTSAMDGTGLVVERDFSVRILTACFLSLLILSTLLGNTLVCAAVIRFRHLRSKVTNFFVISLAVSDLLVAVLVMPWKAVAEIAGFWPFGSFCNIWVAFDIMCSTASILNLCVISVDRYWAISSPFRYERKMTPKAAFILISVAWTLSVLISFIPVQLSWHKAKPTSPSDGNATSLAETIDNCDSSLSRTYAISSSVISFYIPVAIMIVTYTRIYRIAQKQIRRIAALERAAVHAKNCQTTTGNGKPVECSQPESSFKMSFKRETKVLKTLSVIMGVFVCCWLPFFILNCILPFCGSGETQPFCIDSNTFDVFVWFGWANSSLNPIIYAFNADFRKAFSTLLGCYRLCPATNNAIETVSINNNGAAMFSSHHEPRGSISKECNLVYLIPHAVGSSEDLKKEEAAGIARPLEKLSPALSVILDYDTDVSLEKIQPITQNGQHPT
HTR1A agonist – activates the human 5-HT1a serotonin receptor; P08908; CHO 5-HT1a Ga15 NFAT-bla reporter, FRET ratio; 0% basal, 100% maximal reference agonist; activation, % at 10 µM; hit rate 0.56% among 65,000;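 active means activation above the screen-wide mean activation plus 3 SD, cut at about 19% in these data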;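 further: 0% = DMSO wells and 100% = 5-CT at EC100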
S1P3 ag – activates the human S1P3 receptor | AID 373 | S1P3 NFAT-BLA reporter cells, agonism, FRET ratio; relative to 1 µM S1P, basal subtracted | activation, % at 4.5 µM | Q99500 | hit rate 0.1% among 60,000;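 active means activation above the screen-wide mean plus 3 SD, cut at about 4.5% in these data, passing the limit was not always enough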; further: some compounds called inactive have numbers as strong as hits
Target sequence (Q99500 whole entry, looked up): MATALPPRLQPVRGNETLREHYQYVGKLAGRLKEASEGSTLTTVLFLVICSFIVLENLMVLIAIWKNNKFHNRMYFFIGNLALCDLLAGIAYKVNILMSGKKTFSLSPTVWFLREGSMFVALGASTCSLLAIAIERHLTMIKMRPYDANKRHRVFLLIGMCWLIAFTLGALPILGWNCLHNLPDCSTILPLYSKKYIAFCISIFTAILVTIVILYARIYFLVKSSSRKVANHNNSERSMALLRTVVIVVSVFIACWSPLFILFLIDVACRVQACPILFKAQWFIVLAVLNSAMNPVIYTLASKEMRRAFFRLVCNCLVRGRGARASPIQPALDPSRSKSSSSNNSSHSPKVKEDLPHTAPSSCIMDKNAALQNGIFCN
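material = human S1P3 NFAT-BLA reporter CHO cells | schedule = 4 h compound at 37 °C, 2 h substrate at RT | measured by = fluorescent BLA substrate, ex 405 nm, em 460/535 nm ratio | controls = 1 µM S1P reference | replication = primary once, confirmation triplicate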
HEK293 NFkB inh – inhibitors of the PMA/ionomycin-induced NF-kB reporter in HEK293 cells. HEK-293 NF-kB luciferase reporter, luminescence. inhibition, % at 3 µM. hit rate 0.21% among 62,000. AID 465;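 active means inhibition above the mean of all tested compounds plus 3 SD, cut at about 40% in these data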;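 further: 0% = stimulated DMSO wells and 100% = 10 µM reference inhibitor 5653914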
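Timing: 1 h pretreatment, 16 h stimulation, 37 °C; system: HEK-293 cells with stable firefly luciferase reporter driven by four HIV NF-kB elements; doses: 3 µM once, 0.30% DMSO; measured by: luciferase luminescence; control set: DMSO and 10 µM reference inhibitor; repeats: single test; reagent: PMA plus ionomycin mix as NF-kB-activating stimulus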
5HT1E ag – agonists of human 5-HT1E serotonin receptor; P28566; CHO 5-HT1E Ga15 NFAT-bla reporter, FRET; 0% DMSO wells, 100% control agonist wells; activation, % at 6 µM; hit rate 0.69% among 65,000; AID 574;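 active means activation above a set limit, the screen-wide mean activation plus 3 SD, cut at about 8.5% in these data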;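 further: 100% = positive control agonist at 1 µM giving full maximal response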
HTR1E antagonist – 5-HT1E (human) receptor antagonism; P28566; CHO 5-HT1E Ga15 NFAT-bla reporter, FRET, antagonist; inhibition, % at 6 µM; hit rate 0.99% among 65,000; AID 571;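 active means inhibition above a set limit, the mean inhibition across every tested compound plus 3 SD, cut at about 29% in these data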;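 further: signal is the 460 over 535 nm emission ratio of beta-lactamase substrate; 0% = agonist plus DMSO wells and 100% = wells without agonist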
* hit, by the source's call; . = no result given.

SMILES	S1P1 ag-PAM	5HT1a antag	Jurkat tox 60K	D1 mod	HTR1A agonist	S1P3 ag	HEK293 NFkB inh	5HT1E ag	HTR1E antagonist
C=CCNc1ncnc2ccc(Br)cc12	.	4	14	-1.8	0.3	-1.2	15	-0.5	15
O=C1C=C(NCc2ccc(Cl)c(Cl)c2)CC1	28	12	3	0.9	-5.1	-2.4	9	-0.6	7
CCOC(=O)N1CCC(NC(=O)C2CCN(S(=O)(=O)c3c(C)noc3C)CC2)CC1	.	-6	.	0.68	-4.4	.	-4	-1.0	9
O=C(COC(=O)c1cccc(S(=O)(=O)N2CCN(c3ccccc3)CC2)c1)NCc1ccco1	12	-4	-5	.	-0.3	1.4	-4	-0.1	11
Nn1c(-c2cccc(Br)c2)n[nH]c1=S	-9	10	-4	-0.45	-0.8	-0.6	23	0.3	-5
CCCc1cc(=O)[nH]c(Nc2cc(OC)ccc2OC)n1	-18	-25	-6	-0.98	3.0	0.1	-10	1.5	7
Cc1ccnc2nc(C(=O)N3CCN(S(=O)(=O)c4ccccc4)CC3)nn12	1	-8	-4	1.5	0.2	-0.4	8	0.6	-2
O=C(CCCC1=NS(=O)(=O)c2ccccc2N1)N1CCN(c2ccccc2)CC1	-14	-15	0	.	1.2	1.0	13	0.1	5
Cc1ccc(SC/C(O)=C(\C#N)c2nc3ccccc3n2C)cc1	-17	-29	3	0.75	0.2	-0.7	-3	0.2	-10
Nc1c(N2CCN(c3ccccc3)CC2)c2ccccc2oc1=O	34	29	0	-1.4	0.2	-2.4	12	0.6	13
CCS(=O)(=O)N1CCC(C(=O)N2CCOCC2)CC1	13	0	-3	0.56	-2.6	-0.8	3	-1.8	5
CCCc1noc2c1C(c1ccoc1)C(C#N)=C(N)N2 (stereo not drawn)	-3	-5	1	-1.4	-2.3	0.1	14	-0.2	1
N#Cc1cc(Sc2ccccn2)c(Sc2ccccn2)cc1C#N	-3	11	-12	2.3	-3.5	-0.3	9	-0.1	-14
O=C(CSc1nc2c(c(=O)n1-c1ccc(F)cc1)SCC2)NCc1ccco1	.	22	.	-0.91	-0.3	.	9	1.5	0
CN(CCOC(=O)c1ccc2c(c1)OCCO2)Cc1ccccc1	7	.	.	.	-3.3	-1.2	.	-0.3	-4
CC(C)CC(NC(=O)OC(C)(C)C)C(=O)NC(C(=O)N1CCCC1C(N)=O)C(C)C (stereo not drawn)	-8	8	0	0.009	-3.3	-1.1	7	-1.1	3
COc1ccc2cc(C(c3nnnn3C3CCCCC3)N3CCCCCC3)c3nnnn3c2c1 (stereo not drawn)	5	-1	-12	-0.59	-1.7	-0.3	11	-0.7	-2
CC1=C(C(=O)Nc2ccc(Cl)cc2)C(c2cccs2)n2nnnc2N1 (stereo not drawn)	11	16	-2	0.15	-1.2	-1.4	-7	0.6	2
COc1ccc(NC(=O)CCS(=O)(=O)c2ccc3c(c2)CCCN3C(C)=O)cc1	6	3	1	0.062	-1.0	-1.0	20	-0.9	12
CN1CCN(C(=O)NC2CCCN2S(=O)(=O)c2ccc(Cl)cc2)CC1 (stereo not drawn)	-20	0	-7	-0.46	-2.5	1.0	4	0.2	-4
O=C(C1CC1)N1CCc2cc(Br)cc(S(=O)(=O)NCc3ccc4c(c3)OCO4)c21	.	7	.	-0.099	-0.8	.	1	-0.1	-3
c1ccc2c(c1)CCCn1nnnc1-2	6	11	5	-0.11	-3.7	-1.0	9	-0.5	-3
c1csc(-c2nc3nc4ccccc4nc3n2Cc2ccc3c(c2)OCO3)c1	0	16	3	8.9*	3.6	-0.3	10	1.0	7
COc1ccccc1NC(=O)N(CCCN1CCOCC1)Cc1cc2cc3c(cc2[nH]c1=O)OCO3	-14	3	1	0.081	-2.1	-0.6	14	-0.3	7
CCOC(=O)c1cc2c(n(-c3ccccc3)c1=O)CC(C)(C)CC2=O	-5	-6	2	0.15	-1.3	0.0	17	0.2	6
Cn1c(=O)cc(OCCCC(=O)NCc2ccccn2)c2ccccc21	-28	-18	-7	-0.78	-3.3	-0.1	9	-0.4	-8
COc1ccccc1N1C(=O)C2ON(c3ccccc3)C(c3ccc(N(C)C)cc3)C2C1=O (stereo not drawn)	-4	.	.	-1.4	-3.8	-3.0	.	3.6	3
O=S(=O)(NCc1cccnc1)c1cccc2nsnc12	-10	.	.	1.4	-0.8	-1.1	.	-0.1	-10
CCOc1ccccc1C(=O)NCc1ccco1	-8	-4	-3	0.34	2.0	-0.9	9	1.6	2
CCOC(=O)c1c(C)c(C(=O)NCC2CCCO2)c(C)n1C (stereo not drawn)	-24	-4	-4	-0.29	-5.1	-0.2	13	-0.5	0
CCCc1ncc(C(=O)c2ccc(OC)cc2)n1C	-3	-6	7	1.2	-2.5	-0.2	11	0.4	-14
COc1ccc(NC(=O)c2ccc(S(=O)(=O)N(C)C)cc2)cc1OC	.	-3	.	0.11	-1.9	.	6	0.6	-9
Clc1ccc(CN2C3=NCCN3c3ccccc32)cc1	18	22	7	.	1.2	-1.5	17	-1.9	4
CCN1CCN(C(=O)c2cn(CC)c3ccc(S(=O)(=O)N(C)C)cc3c2=O)CC1	-10	10	-2	0.17	0.5	-1.0	10	-1.4	17
COc1ccc(-c2oc3ncnc(NCCN4CCOCC4)c3c2-c2ccc(OC)cc2)cc1	-16	6	-4	0.047	4.6	-1.3	23	1.1	-2
O=C(CSc1ncnc2nc[nH]c12)c1ccc(Cl)cc1	22	0	24	-0.36	-3.7	-0.5	0	0.7	-10
COc1ccccc1N1C(=O)CCC1(C#N)c1ccccc1 (stereo not drawn)	0	-2	3	-0.64	-4.2	-1.5	-2	-0.1	-5
CC1CCN(C(=O)COC(=O)c2n[nH]c3ccccc23)CC1	15	-12	-5	-3.1	1.5	0.0	-5	1.5	0
COc1ccc(C(=O)CSc2nnc(-c3ccco3)n2CC2CCCO2)cc1 (stereo not drawn)	13	8	-6	0.049	-1.9	-1.0	15	-0.1	0
O=C(NCCOC(=O)c1cccs1)c1cccnc1	16	6	4	-0.77	-0.5	-0.3	6	0.4	-1

Sorted by value in HTR1A agonist (ascending): some entries from above
smiles,S1P1 ag-PAM,5HT1a antag,D1 mod,HTR1A agonist,S1P3 ag,HEK293 NFkB inh,5HT1E ag,HTR1E antagonist
CCOC(=O)N1CCC(NC(=O)C2CCN(S(=O)(=O)c3c(C)noc3C)CC2)CC1,.,-6,0.68,-4.4,.,-4,-1.0,9
c1ccc2c(c1)CCCn1nnnc1-2,6,11,-0.11,-3.7,-1.0,9,-0.5,-3
CC(C)CC(NC(=O)OC(C)(C)C)C(=O)NC(C(=O)N1CCCC1C(N)=O)C(C)C (stereo not drawn),-8,8,0.009,-3.3,-1.1,7,-1.1,3
CC1CCN(C(=O)COC(=O)c2n[nH]c3ccccc23)CC1,15,-12,-3.1,1.5,0.0,-5,1.5,0
CCOc1ccccc1C(=O)NCc1ccco1,-8,-4,0.34,2.0,-0.9,9,1.6,2

(next part)
SMILES	S1P1 ag-PAM	5HT1a antag	Jurkat tox 60K	D1 mod	HTR1A agonist	S1P3 ag	HEK293 NFkB inh	5HT1E ag	HTR1E antagonist
Cc1nnc(SCC(=O)Nc2ccc(N3CCOCC3)cc2)o1	-4	-9	0	-0.52	-2.5	-0.6	9	0.6	-2
COC(=O)c1cc(=O)nc2scc(C)n12	4	-2	-1	0.34	0.3	-0.8	18	0.8	-11
C=CCNC(=O)C1CC(c2cccc(OC)c2)=NO1 (stereo not drawn)	-1	-13	-2	4.4*	-2.7	0.8	-2	-0.5	5
ON=C1/C(=N\O)CC2(C/C1=N/O)OCCO2	-10	-18	2	-0.23	-3.3	-0.4	14	0.3	-8
CCCCOc1ccc(C2CC(=O)NC2=O)cc1 (stereo not drawn)	-2	-8	3	-0.0022	-0.5	-1.1	-1	0.3	-1
COc1ccc(-c2ccc(-c3noc(-c4ccc(OC)c(OC)c4)n3)c(OC)n2)cc1	-8	-15	-4	-0.26	1.0	-0.3	14	1.1	-7
COC(=O)c1ccc(Cl)c(NC(=O)CN2CCN(Cc3ccccc3)CC2)c1	.	-7	1	1.2	1.6	-0.1	2	-0.3	-6
O=C(NC1CC2CCCC(C1)N2C1CC1)NC12CC3CC(CC(C3)C1)C2 (stereo not drawn)	-32	-3	-2	0.42	-3.5	-0.8	1	0.7	0
CC(C)C1N(c2ccccc2)C(N)=C(C#N)C1(C#N)C#N (stereo not drawn)	1	-6	5	4.5	2.4	0.1	2	0.3	33*
CC(=C1C(=O)c2ccccc2C1=O)N1CCC(C(N)=O)(N2CCCCC2)CC1	-12	-13	-7	-0.88	-0.7	-0.7	10	0.3	-1

Four records picked at random from those above, as already listed:
SMILES	S1P1 ag-PAM	5HT1a antag	Jurkat tox 60K	D1 mod	HTR1A agonist	S1P3 ag	HEK293 NFkB inh	5HT1E ag	HTR1E antagonist
Cc1nnc(SCC(=O)Nc2ccc(N3CCOCC3)cc2)o1	-4	-9	0	-0.52	-2.5	-0.6	9	0.6	-2
ON=C1/C(=N\O)CC2(C/C1=N/O)OCCO2	-10	-18	2	-0.23	-3.3	-0.4	14	0.3	-8
CCCCOc1ccc(C2CC(=O)NC2=O)cc1 (stereo not drawn)	-2	-8	3	-0.0022	-0.5	-1.1	-1	0.3	-1
CC(C)C1N(c2ccccc2)C(N)=C(C#N)C1(C#N)C#N (stereo not drawn)	1	-6	5	4.5	2.4	0.1	2	0.3	33*

(further entries)
SMILES	S1P1 ag-PAM	5HT1a antag	Jurkat tox 60K	D1 mod	HTR1A agonist	S1P3 ag	HEK293 NFkB inh	5HT1E ag	HTR1E antagonist
CCOC(=O)COn1c2c(c3c4no[n+]([O-])c4ccc31)CCCC2	-3	10	5	-0.54	-1.4	-1.1	15	-0.1	9
C=CCSc1nnc(NC(=O)CSc2ccccn2)s1	-11	-11	-8	1.8	-3.0	-0.1	12	-0.1	1
C=CCOC(=O)c1sc(N2C(=O)c3oc4ccccc4c(=O)c3C2c2ccco2)nc1C (stereo not drawn)	0	-29	-5	1.5	1.8	0.2	8	0.9	-3
O=C(Nc1ccc(NC(=O)c2ccco2)cc1)c1cnccn1	-12	-16	-3	-1.3	-3.2	-1.2	-1	0.0	-7
CCCOn1nnnc1-c1ccccc1	.	-8	-1	.	-0.1	-0.5	9	0.6	2
